# High-throughput results: PubChem, The Scripps Research Institute Molecular Screening Center
# Tn7 DDE FP: DD(E)-Tn7 binding inhibition, primary FP screen; 370,000 compounds, 0.13% hits; P02675; FP displacement of FITC-Tn7 peptide from fibrin DD(E); 0% = median of compound wells per plate; inhibition, % at 8.3 µM;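 active = inhibition above the mean of compounds falling within the control limits plus 3 SD of them, cut at about 14% in these data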;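 note: 0% = plate median of compound wells and 100% = 10 µM Aha-Tn7 peptide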
#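 Assay system: Human fibrin DD(E) protein | Medium: Tris buffer with calcium and detergent, pH 7.8 | Reagent: 0.1 µM fluorescent Tn7 | Compound dosing: Single point at 8.3 µM | Times: 10 min preincubation, 3 h with tracer, room temperature | Detection: Fluorescence polarization of the labelled Tn7 tracer | Controls: Aha-Tn7 high control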
# TDP2 inh: TDP2 (human) inhibition, absorbance primary screen | AID 720702 | 370,000 compounds, 0.34% hits | inhibition, % at 12.8 µM | O95551 | recombinant TDP2, T5PNP hydrolysis, p-nitrophenol absorbance 415 nm;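 active = inhibition above the mean of all tested compounds plus 3 SD, set per campaign, cut at about 25% in these data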;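 note: 0% = DMSO with enzyme and 100% = buffer with substrate but no TDP2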
#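 Incubation: 2 h at 37 °C; Test system: recombinant human TDP2; Quantity: enzyme 120 nM; Read-out basis: percent inhibition; Medium: 50 mM Tris-HCl pH 7.5 with Mg2+, KCl, DTT, BSA; Repeats: single replicate; Compound: 12.8 µM single point, 1% DMSO; Signal: epi absorbance; Reagent: 5 mM T5PNP chromogenic substrate; Benchmarks: no-enzyme high, DMSO-plus-enzyme low.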
# KLK7 zymogen act: activates the human kallikrein-7 zymogen | activation, % at 7 µM | purified proKLK7, EDANS-DABCYL substrate fluorescence; 100% is mature enzyme control, 0% vehicle | 370,000 compounds, 0.9% hits | AID 652039;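 active = activation above the mean of all tested compounds plus 3 SD, computed per campaign excluding outliers beyond control limits, cut at about 13% in these data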
# Target sequence (P49862 whole entry, looked up): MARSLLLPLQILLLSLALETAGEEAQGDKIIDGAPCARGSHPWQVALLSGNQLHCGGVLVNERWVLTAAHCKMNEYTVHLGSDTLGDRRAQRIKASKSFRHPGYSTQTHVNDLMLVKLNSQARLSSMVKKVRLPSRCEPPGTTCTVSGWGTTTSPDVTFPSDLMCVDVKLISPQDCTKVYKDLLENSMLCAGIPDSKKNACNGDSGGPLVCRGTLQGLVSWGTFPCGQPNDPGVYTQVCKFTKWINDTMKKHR
# ADAM17 inh: inhibits human ADAM17 | P78536 | recombinant ADAM17, EDANS/DABCYL FRET peptide cleavage | inhibition, % at 6.95 µM | 370,000 compounds, 0.83% hits | AID 720648;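 active = inhibition above the mean of compounds lying between control limits plus 3 SD, set per campaign, cut at about 8.5% in these data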;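 note: 0% = DMSO-only wells as the low control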
# Target sequence (P78536 215-824 limits assumed): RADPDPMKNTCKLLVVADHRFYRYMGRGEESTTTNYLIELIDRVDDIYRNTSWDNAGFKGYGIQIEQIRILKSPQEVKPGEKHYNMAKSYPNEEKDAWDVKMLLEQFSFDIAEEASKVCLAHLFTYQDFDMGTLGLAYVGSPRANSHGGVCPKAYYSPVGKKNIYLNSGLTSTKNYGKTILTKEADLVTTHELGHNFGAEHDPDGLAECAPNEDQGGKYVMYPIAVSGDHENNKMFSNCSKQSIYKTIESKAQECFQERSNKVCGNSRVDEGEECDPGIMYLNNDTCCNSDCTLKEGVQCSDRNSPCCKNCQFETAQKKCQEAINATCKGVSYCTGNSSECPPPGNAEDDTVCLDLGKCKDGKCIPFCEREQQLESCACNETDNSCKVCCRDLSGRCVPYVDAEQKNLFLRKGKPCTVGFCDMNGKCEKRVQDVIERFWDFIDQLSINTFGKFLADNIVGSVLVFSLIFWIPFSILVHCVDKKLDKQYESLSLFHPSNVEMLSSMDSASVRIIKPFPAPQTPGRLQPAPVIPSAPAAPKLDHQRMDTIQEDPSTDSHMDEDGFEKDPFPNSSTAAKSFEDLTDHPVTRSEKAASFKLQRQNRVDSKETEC
# PLC-gamma1 inh: PLC-gamma1 (human) inhibition, primary screen | inhibition, % at 12.2 µM | 370,000 compounds, 0.84% hits | P19174 | purified PLC-gamma1, fluorogenic substrate, fluorescence; in the data active = inhibition above about 9.5%
# Tn6 DDE FP: disrupts Tn6 cyclic peptide binding to fibrin D-Dimer-E complex | P02675 | Fibrin DD(E) TRITC-Tn6 fluorescence polarization displacement | inhibition, % at 8.3 µM | 370,000 compounds, 0.21% hits;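 active = inhibition above a per-campaign cutoff: mean of compounds within control limits plus 3 SD, cut at about 15% in these data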;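 note: 0% = median of all compound wells on the plate and 100% = blocking peptide control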
# ASAP1 inh: inhibitors of human ASAP1 ArfGAP activity; Q9ULH1; ASAP1-stimulated ARF1 GTP hydrolysis, GDP FP detection; inhibition, % at 16.5 µM; 360,000 compounds, 0.19% hits; AID 624377; in the data active = inhibition above about 25%;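 note: 0% = vehicle with enzyme and substrate and 100% = no enzyme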
# ARFGAP1 inh: inhibits rat ARF GTPase activating protein 1; 360,000 compounds, 0.26% hits; Arfgap1-stimulated ARF1 GTP hydrolysis, GDP FP detection; inhibition, % at 16.5 µM;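 active = inhibition above a per-plate limit, mean inhibition of low control wells plus 3 SD, cut at about 25% in these data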;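 note: 0% = DMSO wells with enzyme and 100% = wells lacking Arfgap1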
# Target sequence (Q62848 1-136 limits assumed): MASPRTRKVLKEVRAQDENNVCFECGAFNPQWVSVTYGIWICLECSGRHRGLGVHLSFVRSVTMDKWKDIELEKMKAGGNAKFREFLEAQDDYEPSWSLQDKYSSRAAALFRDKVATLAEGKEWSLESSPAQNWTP
#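 material = rat Arfgap1 catalytic domain, aa 1-136 | also added = human ARF1(Δ1-17)-GTP substrate | compound dosing = one concentration, 16.5 µM, DMSO 1.26% | times = GTP hydrolysis reaction 2 h at 25 °C | measured by = FP, GDP Alexa 633 tracer displaced from anti-GDP antibody, 620/688 nm | evaluation = percent inhibition of Arfgap1-stimulated GTP hydrolysis | replication = single well per compound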
# ADAM10 inh: inhibitors of human ADAM10; recombinant ADAM10, EDANS/DABCYL FRET peptide cleavage, 3 h; inhibition, % at 7 µM; 370,000 compounds, 0.62% hits; AID 720582;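 active = inhibition above a per-campaign cutoff equal to the mean of compounds falling between control-based bounds plus 3 SD, cut at about 20% in these data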;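 note: 0% = DMSO wells while the 100% control is not disclosed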
# LEDGF integ inh: blocks HIV-1 LEDGF/p75-dependent DNA integration; TR-FRET IN-LEDGF/p75 DNA integration, Eu/Cy5; inhibition, % at 3.7 µM; 370,000 compounds, 0.64% hits; AID 743269;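 active = inhibition above the screen-wide mean plus 3 SD, cut at about 13% in these data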;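 note: signal is the Cy5 over europium emission ratio at 671 and 618 nm; 0% = plate median of compound wells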
# Active calls of the source: *; i = inactive; · = not tested or not shown. The order is random (roughly 4.2% active in at least one column).
SMILES,Tn7 DDE FP,TDP2 inh,KLK7 zymogen act,ADAM17 inh,PLC-gamma1 inh,Tn6 DDE FP,ASAP1 inh,ARFGAP1 inh,ADAM10 inh,LEDGF integ inh
N#Cc1c(NC(=O)CSc2n[nH]c(N)n2)oc(-c2ccccc2)c1-c1ccccc1,3,-6,-0.3,7,-8,-7,12,6,20*,0
Cc1cc(NC(=O)C2CC(c3ccccc3Cl)=NO2)no1 (stereo not drawn),-6,6,0.8,-3,2,2,7,7,1,0
Cc1cccc(NC(=O)COc2cccc3c2CCN(C)C3=O)c1C,2,5,-0.5,-3,-3,-6,-11,2,3,3
O=C(COc1ncnc2scc(-c3ccc(Cl)cc3)c12)NCc1ccco1,-4,-8,0.1,-2,2,-4,9,16,-7,-3
CSc1ccc(OC2(C)CCN(Cc3ccc(-c4ccccn4)cc3)C2)cc1 (stereo not drawn),-7,-6,1.2,1,0,-4,-6,0,1,5
Cc1cc(C)c(C)c(S(=O)(=O)N2CCN(CC(=O)NC(=O)NCc3ccccc3)CC2)c1C,0,1,0.6,0,6,5,2,11,7,-1
CN1CCCN(S(=O)(=O)c2ccccc2)c2nc3ccccc3nc21,-4,1,1.0,-29,-69,-8,8,13,-91,0
Oc1ccc2n[nH]nc2c1,-2,-5,-7.3,-8,-1,1,-9,-2,-37,-2
CC1=NN(c2ccccc2)C(=O)/C1=C/c1cccc(C)c1,4,79*,-0.3,-1,8,4,0,9,0,16*
O=C(Nc1ccc(Cl)cn1)Nc1cccs1,3,0,0.1,0,5,-2,2,-2,2,-2
CC(=O)NC1CC2CCCC(C1)N2C(=O)Nc1ccccc1C (stereo not drawn),-4,12,0.4,-1,0,-6,14,-5,4,1
COc1ccc(N2CCN(C(=O)c3ccc(C(C)(C)C)cc3)CC2)cc1,-2,8,0.2,-5,0,1,4,28*,88*,-1
Cc1nn(CC(=O)Nc2ccc3c(c2)OCO3)c(C)c1Cl,0,10,0.9,-2,-2,-2,0,-3,-1,2
Cc1ccc(-n2c(SCc3c(Cl)cccc3Cl)nnc2-c2ccco2)cc1,5,-3,0.4,3,-2,-5,·,·,6,2
O=C(Cn1cc([N+](=O)[O-])cn1)N1CCCc2ccccc21,1,6,-0.6,-6,-2,-1,-3,7,-4,-1
CN(CCO)C(=O)c1nc[nH]c1C(=O)N(C)Cc1ccccc1,3,0,0.2,-7,3,-2,-2,-3,-18,4
COc1ccc(C)cc1NC(=O)C1CCCN1S(=O)(=O)c1ccc2c(c1)CCC(=O)N2 (stereo not drawn),6,6,-0.2,1,-6,4,-7,5,-15,-1
CC1CCN(C(=O)CN2C(=O)c3cccc4cccc(c34)C2=O)CC1,6,2,0.9,-28,0,1,0,13,-80,1
CCO[C@H]1OC(C(=O)O)=C[C@@H](c2ccc3c(c2)OCO3)[C@@H]1CCCO,-10,-2,0.0,2,1,6,-7,-9,0,3
Cc1cc(=O)oc2c3c(cc(OCC(=O)NCCC(=O)N[C@@H](C)C(=O)O)c12)OC(C)(C)CC3,-3,9,47*,i,i,-5,-3,-1,i,0
COc1cccc(CNC(=O)C2CCC(=O)N(CCc3cccc(F)c3)C2)c1 (stereo not drawn),2,-1,-0.3,0,1,8,-8,-8,-2,1
Cc1c(C(=O)c2ccccc2C(=O)O)sc2ccccc12,-5,5,0.4,1,-1,-7,-12,7,7,2
O=C(N1CCN(Cc2ccc3c(c2)OCO3)CC1)C12CC3CC(CC(C3)C1)C2,5,7,0.4,-1,8,-5,-7,2,3,0
Cc1ccc(OCc2nnc(SCC(=O)c3ccccc3)n2-c2ccccc2)cc1,-8,7,0.9,6,4,-7,-7,-6,16,0
COCCn1c(=O)c2ccccc2c2ccccc2c1=O,2,-2,-0.7,-1,3,4,3,5,7,2
CCOc1ccccc1NC(=O)c1ccccc1-c1nc(-c2ccccc2)no1,-8,-1,0.3,-5,1,5,11,-2,-6,1
CN(CC(=O)NCCN1CCN(Cc2ccccc2)CC1)S(=O)(=O)c1cccc2nsnc12,5,5,-0.4,-5,1,7,-6,-8,3,2
O=C(COC(=O)CCN=C1NS(=O)(=O)c2ccccc21)NNC(=O)c1ccc(Cl)cc1,5,6,0.0,-4,0,-6,9,12,-10,-5
CCc1cc2c(SC(C)C(=O)NC3CCCC3)ncnc2s1 (stereo not drawn),5,0,-0.3,-6,2,4,13,10,-11,1
C=CCN(CC=C)C(=O)COC(=O)c1ccc(Sc2ncn[nH]2)c([N+](=O)[O-])c1,-5,5,-0.3,-3,1,-2,-2,-9,5,0
COc1ccc(OCc2nnc(SCC(=O)NCc3ccco3)o2)cc1,-3,0,0.2,-2,1,-3,-7,2,-1,4
COc1ccc(/C=C/CN2CCC(CO)(Cc3ccccc3Cl)CC2)cc1,2,-7,-0.6,-4,0,-5,-7,-1,0,-1
COc1ccccc1C(=O)N(CCN(C)C)c1nc2cc(C)cc(C)c2s1,-1,-1,0.6,-1,-1,4,4,2,1,-1
Cc1ccc(NC(=O)CSc2nc(O)cc(=O)n2-c2ccc(C)cc2)cc1,-2,6,-0.3,-1,1,4,-14,8,-4,2
COC(=O)Cn1cc(/C=N/NC(=O)c2ccc(C#N)cc2F)c2ccccc21,0,3,0.9,-2,-10,3,8,2,9,-4
COC(=O)Cn1c(=O)c2c(nc3n2CC(C)CN3c2ccc(C)c(C)c2)n(C)c1=O (stereo not drawn),-1,6,-0.1,0,2,3,4,-4,-7,1
COc1ccc(-c2ccc3nnc(SCC(N)=O)n3n2)cc1,-2,12,6.4,-41,-217,7,-11,-14,-119,-1
CCOC(=O)c1sc(NC(=O)CCN2C(=O)c3cccc([N+](=O)[O-])c3C2=O)c(C(=O)OCC)c1C,-5,9,0.6,2,2,3,-6,1,1,2
CC1C(=O)N2CCCc3cc(NC(=O)COc4ccccc4)cc1c32 (stereo not drawn),3,7,0.0,0,1,7,12,7,-1,0
O=C(O)c1ccc(Nc2ncnc3c2cnn3Cc2ccccc2)cc1,-2,-3,1.0,0,-19,2,6,4,1,-5
S=c1[nH]nc(-c2ccc3ccccc3n2)n1-c1cc(Cl)cc(Cl)c1,-3,2,-1.4,1,-31,4,-11,-9,-3,0
Cc1ccc(C(=O)Nc2cc3c(cc2Cl)OCCCO3)cc1,1,5,-0.3,-1,5,-11,2,4,-6,3
Cc1cc(OCc2nc(-c3ccc(NC(=O)c4cccnc4)cc3)no2)ccc1Cl,-10,-2,-0.2,0,1,-8,3,14,4,1
Clc1ccc(-c2nnc(-c3ccccc3)nc2N2CCSCC2)cc1,-5,-10,-0.1,1,1,3,9,-2,4,-2
Cc1ccc(NC(=O)C(=O)NCCN2CCN(S(C)(=O)=O)CC2)cc1C,2,16,-0.7,-1,2,0,0,-1,5,1
O=C(c1ccccc1F)N1CCN(c2ccccc2)CC1,-3,13,0.0,-2,1,0,7,-3,-5,-4
Cc1cccc(C)c1NC(=O)c1ccc(OCc2c(C)noc2C)cc1,1,6,0.4,-3,2,-5,-10,17,-14,-1
COc1ccc(C(c2nnnn2CC2CCCO2)N2CCN(c3ccccc3)CC2)cc1 (stereo not drawn),-4,8,-0.3,-6,-1,-11,15,6,4,-5
CC(C)(C)NS(=O)(=O)c1ccc(NC(=O)C2CCCO2)cc1 (stereo not drawn),6,-1,0.1,-2,-2,3,3,3,-6,1
Cc1ccc2c(C)c(C(=O)NCC(C)(C)N3CCOCC3)oc2c1C,10,5,-0.3,-2,3,-1,12,11,6,0

# (next part)
SMILES,Tn7 DDE FP,TDP2 inh,KLK7 zymogen act,ADAM17 inh,PLC-gamma1 inh,Tn6 DDE FP,ASAP1 inh,ARFGAP1 inh,ADAM10 inh,LEDGF integ inh
Cc1nc(NC(=O)/C=C/c2ccccc2)sc1C(=O)Nc1ccccc1Cl,-2,9,0.0,-3,-9,-6,-2,12,-5,-5
CC(C)C(=O)N=C1NC(=O)CS1,-5,10,-0.1,2,0,-1,-10,-4,7,3
CCCCCCCSc1nnc(-c2ccccc2N)c(=O)[nH]1,6,-6,0.6,1,-4,4,4,5,-5,2
COC(=O)C1NN=C(C(=O)c2ccc(Br)cc2)C1c1cccc(Br)c1 (stereo not drawn),-4,-7,-0.2,5,-1,-2,4,3,20*,4
Cc1cc(=O)oc(C)c1C(=O)OCC(=O)c1ccc(Cl)c(Cl)c1,-5,-4,0.2,0,-6,-5,-7,-1,9,2
COC(=O)C(C)Sc1nnc(Cc2cc(=O)[nH]c(=O)[nH]2)n1-c1ccc(Cl)cc1 (stereo not drawn),1,-10,-0.5,-3,2,-1,1,-1,12,3
CC(=O)c1ccc(-c2cccc3nccn23)cc1,2,-13,-1.1,0,-53,-2,-16,1,-10,-1
CCCC(c1nnnn1CS(=O)(=O)c1ccc(C)cc1)N1CCN(c2ccccc2)CC1 (stereo not drawn),-9,6,0.4,0,3,4,3,-4,4,0
CCOC(=O)c1[nH]c2ccc(Cl)cc2c1NC(=O)/C=C/c1ccc2c(c1)OCO2,2,1,-0.1,0,1,0,15,2,-3,0
O=C(c1ccco1)N1CCN(C(=S)Nc2cc(F)cc(F)c2)CC1,-10,-3,0.0,1,2,8,-13,4,1,-2
CCOC(=O)C1CCN(S(=O)(=O)c2cccc3nonc23)CC1,-2,5,0.2,-6,-2,-1,-14,-2,-4,-2
CCOC(=O)c1ccccc1NC(=O)COC(=O)CSc1ccccc1,2,-1,-0.1,4,3,-1,-7,-6,3,4
COC(=O)c1cc(O)c(O)c(O)c1,0,-3,0.5,-1,1,-5,-10,2,-8,-1
CN1CCN(S(=O)(=O)c2ccc(NC(=O)c3ccc([N+](=O)[O-])cc3)cc2)CC1,3,-11,-0.1,-4,2,-11,4,0,0,-6

# Ordered by the number under Tn7 DDE FP (descending): 3 from the list above.
SMILES,Tn7 DDE FP,TDP2 inh,KLK7 zymogen act,ADAM17 inh,PLC-gamma1 inh,Tn6 DDE FP,ASAP1 inh,ARFGAP1 inh,ADAM10 inh,LEDGF integ inh
CN1CCN(S(=O)(=O)c2ccc(NC(=O)c3ccc([N+](=O)[O-])cc3)cc2)CC1,3,-11,-0.1,-4,2,-11,4,0,0,-6
CCOC(=O)c1ccccc1NC(=O)COC(=O)CSc1ccccc1,2,-1,-0.1,4,3,-1,-7,-6,3,4
CCOC(=O)C1CCN(S(=O)(=O)c2cccc3nonc23)CC1,-2,5,0.2,-6,-2,-1,-14,-2,-4,-2
